USP2a inh – blocks human ubiquitin-specific protease USP2a | hit rate 0.01% among 330,000 | O75604 | USP2 core, Ub-CHOP2 coupled fluorogenic reporter, 485/531 | Potency, µM (series often up to 38.3 µM), for inactives: at the highest dose activity change, negative = inhibition, actives largely listed as inhibitors;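 also: potency is read from the fitted curve at half-maximal effect; plate controls were DMSO wells for no effect and full inhibition by NEM control for full effect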
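Deubiquitinase activity read as fluorescence (485/531 nm) after Ub-CHOP2 cleavage activates the enterokinase reporter on its substrate; USP2 core 10nM, Ub-CHOP2 and substrate 25nM each, 30min compound preincubation then 60min RT; data normalized to NEM, curves fitted.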
KCNH2 WT inh – KCNH2 (human, wildtype) channel inhibition. Q12809. hit rate 0.37% among 340,000. activity change, % at 1.84 µM. U2OS, BacMam KCNH2, thallium flux FluxOr; hits give low values;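 active = maximum activity change below -70%; inconclusive = maximum activity change between -70% and -50%; inactive = maximum activity change above -50%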; also: % is scaled to controls: 0 for no effect and ±100 for the full control effect
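U2OS cells transduced with wild-type KCNH2 virus are loaded with FluxOr dye for 45 min, and thallium flux is measured in kinetic reads before and after stimulation buffer. Rate constants are normalized to DMSO controls.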
Eya2 phos inh – inhibitors of human Eya2 phosphatase activity; O00167; recombinant Eya2, OMFP fluorescence dephosphorylation (OMFP is methylfluorescein phosphate); Potency, µM (doses to about 76.9 µM), for the others: at the top dose activity, negative = inhibition, hits mostly inhibitors; hit rate 0.006% among 330,000; also: potency is read from the fitted curve at half-maximal effect; % is scaled to controls: 0 for no effect and ±100 for the full control effect
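Eya2 (0.2 uM) preincubated 10 min at ambient with compound, then OMFP substrate added at 50 uM; 10 min reaction in 50 mM HEPES pH 7.5, 50 mM NaCl, 5 uM MgCl2, 0.05% BSA, 1 mM DTT. Fluorescence read at Ex 485/Em 525 nm.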
Mito fusion yeast – mitochondrial division inhibition or fusion activation | S. cerevisiae fusion-defective mutant growth rescue, CellTiterGlo 48 h | Potency, µM (highest dose often 46.1 µM), for inactives: at the top dose growth rescue (activation), usual class: activators | hit rate 0.23% among 320,000 | AID 485298;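 also: potency is read from the fitted curve at half-maximal effect; % of control where 0% means no effect; nearly all actives have a fitted effect of over 45% in size; temperature-sensitive fusion mutants such as fzo1-1 at 37 °C on non-fermentable ethanol glycerol medium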
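Luminescent cell viability in 1536-well qHTS format served as the measure of rescued growth in ts fusion-mutant S. cerevisiae cultured on non-fermentable YPEG for 48 hours at 37C.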
PKM2 activator – increases activity of human pyruvate kinase M2. purified PKM2, Kinase-Glo ATP luminescence, activation; response scale: 0% is enzyme alone, no compound. Potency, µM (series often up to 57.5 µM), for inactives: at the highest dose activation, actives largely listed as activators. hit rate 0.34% among 260,000; also: potency is read from the fitted curve at half-maximal effect; % is scaled to controls: 0 for no effect and ±100 for the full control effect; nearly all actives have a fitted effect of over 55% in size
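Kinase-Glo luminescence reports ATP generated from ADP (0.1 mM) and PEP (0.5 mM) by purified hPK-M2 after 1 h at room temperature, pH 7.2 imidazole buffer; intermediate enzyme activity allows detecting inhibitors and activators.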
ASM inhibitor – inhibitors of human secretory acid sphingomyelinase. placental ASM, HMU-PC fluorogenic substrate, 60 min. Potency, µM (highest dose often 57.5 µM), for the others: at the highest dose activity change, negative = inhibition, most hits filed as inhibitors. hit rate 0.006% among 340,000; also: potency is read from the fitted curve at half-maximal effect
Target sequence (P17405 47-631 limits assumed): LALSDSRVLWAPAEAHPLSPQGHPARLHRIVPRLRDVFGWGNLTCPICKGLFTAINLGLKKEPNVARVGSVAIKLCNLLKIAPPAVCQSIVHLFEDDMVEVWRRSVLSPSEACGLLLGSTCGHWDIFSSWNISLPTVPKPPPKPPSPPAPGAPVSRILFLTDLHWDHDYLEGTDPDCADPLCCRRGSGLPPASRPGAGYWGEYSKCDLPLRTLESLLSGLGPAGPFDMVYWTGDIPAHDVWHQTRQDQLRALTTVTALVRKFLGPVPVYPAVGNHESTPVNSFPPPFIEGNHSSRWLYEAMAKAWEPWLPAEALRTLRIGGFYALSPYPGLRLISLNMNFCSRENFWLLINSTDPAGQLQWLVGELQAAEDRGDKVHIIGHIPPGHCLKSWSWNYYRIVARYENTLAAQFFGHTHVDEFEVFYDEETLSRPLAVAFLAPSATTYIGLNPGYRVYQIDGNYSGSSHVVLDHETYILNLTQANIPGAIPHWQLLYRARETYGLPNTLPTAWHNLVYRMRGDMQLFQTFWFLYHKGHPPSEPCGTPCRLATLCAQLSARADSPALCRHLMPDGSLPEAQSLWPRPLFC
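Fluorescence read-out (Ex 386 nm, Em 447 nm) after stopping the reaction at pH 10. Enzyme: ASM from human placenta; substrate HMU-PC0, 9 uM final; 60 min, 37 °C. Compound preincubation 10 min, ambient temperature.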
GALK inhibitor – inhibitors of human galactokinase; hit rate 0.007% among 270,000; Purified GALK, Kinase-Glo residual ATP luminescence; AID 1868; Potency, µM (highest dose often 57.5 µM), for inactives: at the highest dose activity change, negative = inhibition, most hits filed as inhibitors; also: potency is read from the fitted curve at half-maximal effect; % is scaled to controls: 0 for no effect and ±100 for the full control effect
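Kinase-Glo Plus luminescence measured ATP left after a 1 h room-temperature reaction. The reaction used 5 nM GALK, 100 uM galactose and 35 uM ATP at pH 8.0 (20 mM HEPES, 5 mM MgCl2, 60 mM NaCl, 1 mM DTT, 0.01% BSA).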
Chronic BCR inh – inhibitors of chronic active B-cell receptor signaling. hit rate 0.05% among 340,000. Potency, µM (highest dose often 46.1 µM), without a hit: at the top dose ratio change, negative = lower green/red ratio, most hits filed as inhibitors. ABC-DLBCL IkBa-CBG/CBR reporter, luminescence ratio, 4 h; active = well fitted inhibition curve with a large enough effect in the signal ratio, with a control signal flat, not every such curve was filed as active; inconclusive = small, poorly fitted or top-dose-only effect, or effect the other way, or a change in a side signal; the % refers to the signal ratio;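 also: potency is read from the fitted curve at half-maximal effect; plate controls were basal doxycycline-induced cells for no effect and cells given 10 µM MG132 for full effect; MG132 reads +100%, hits lower the ratio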
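TMD8 human ABC-DLBCL cells with doxycycline-inducible IκBα–green luciferase fusion and unfused red luciferase, in 0.5% FBS medium; compounds up to 46 uM, 4 h at 37C. Green/red luminescence ratio, filter-overlap corrected, fitted to concentration-response curves.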
TSHR antag – human thyrotropin receptor antagonism; P16473; TSHR-expressing cells, TSH-stimulated cAMP HTRF, 2 h; hits give low values; activity change, negative = inhibition, % at 11.5 µM; hit rate 0.2% among 330,000; AID 504810;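 active = activity change below a set negative limit, meaning inhibition stronger than a set level, cut at about -70% in these data; inconclusive = activity change between two set negative limits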; also: % is scaled to controls: 0 for no effect and ±100 for the full control effect
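Freshly harvested TSHR cells receive pin-tooled compound, then EC80 TSH at 4nM final. After 2 hours at 37 deg C, antibody in lysis buffer and cAMP-d2 are added; 30 minutes at ambient temperature precede the HTRF read.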
Menin-MLL TR inh – menin-MLL binding inhibition, Texas Red mutant peptide; O00255; Menin + Texas Red MLL mutant peptide, fluorescence polarization; Potency, µM (top dose mostly 61.6 µM), inactives show at the highest dose FP activity change, negative = inhibition, hits mostly inhibitors; hit rate 0.23% among 270,000; AID 1768; active = well fitted inhibition curve with a large enough effect in the polarisation, with a control signal flat, not every such curve was filed as active; inconclusive = small, poorly fitted or top-dose-only effect, or effect the other way, or a change in a side signal; inactive = no such curve, though single readings can be large or run the other way; the % refers to the polarisation; also: potency is read from the fitted curve at half-maximal effect; % of control where 0% means no effect; many of its hits are not listed in these tables
MBNL1-CUG inh – inhibitors of human MBNL1 binding to CUG repeat RNA | Q9NR56 | TR-FRET MBNL1-His/biotin-(CUG)12 binding, 665/545 ratio | Potency, µM (titrated, usually from 57.5 µM), without a hit: top-dose activity change, negative = inhibition, hits mostly inhibitors | hit rate 0.036% among 280,000 | AID 2675; active = well fitted inhibition curve with a large enough effect in the signal ratio, with a control signal flat, not every such curve was filed as active; inconclusive = small, poorly fitted or top-dose-only effect, or effect the other way, or a change in a side signal; inactive = no such curve, though single readings can be large or run the other way; the % refers to the signal ratio; also: potency is read from the fitted curve at half-maximal effect; % is scaled to controls: 0 for no effect and ±100 for the full control effect
Target sequence (Q9NR56 whole entry, looked up): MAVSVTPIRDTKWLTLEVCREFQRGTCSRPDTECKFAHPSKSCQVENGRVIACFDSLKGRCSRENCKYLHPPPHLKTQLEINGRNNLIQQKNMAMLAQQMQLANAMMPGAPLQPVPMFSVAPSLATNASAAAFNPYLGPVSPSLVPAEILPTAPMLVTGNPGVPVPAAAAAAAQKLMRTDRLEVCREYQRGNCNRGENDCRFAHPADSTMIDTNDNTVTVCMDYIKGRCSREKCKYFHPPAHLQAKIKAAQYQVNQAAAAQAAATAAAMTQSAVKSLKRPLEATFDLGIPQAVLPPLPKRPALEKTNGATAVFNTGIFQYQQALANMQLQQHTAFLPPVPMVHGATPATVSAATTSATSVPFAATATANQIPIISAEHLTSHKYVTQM
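TR-FRET readout: Ex 340 nm, 665/545 nm emission ratio, normalized to buffer-only (basal) and MBNL1-(CUG)12 controls. Complex of MBNL1-His with Biotin-(CUG)12, compounds 92 nM–58 uM, incubated 60 min at room temperature.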
* marks the source's active call; other numbers are inactive results; i = inactive; ? = inconclusive; · = no result given; [ ] = another dose, or the depositor's remark. Unless noted, calls follow the shape of the dose curve; as a rule, active = well fitted curve in the direction sought with a large enough effect; inconclusive = small, poorly fitted or top-dose-only effect, or another doubt; inactive = no such curve, though single readings can be large; an effect the other way counts as inactive or inconclusive. An excerpt (hit frequency here may not be typical).

SMILES	USP2a inh	KCNH2 WT inh	Eya2 phos inh	Mito fusion yeast	PKM2 activator	ASM inhibitor	GALK inhibitor	Chronic BCR inh	TSHR antag	Menin-MLL TR inh	MBNL1-CUG inh
CC(C)NC(=O)c1ccc(N(Cc2ccc(Cl)cc2)S(C)(=O)=O)cc1	0%	14	-15%	4%	0%	-2%	0%	-10%	-5	9%	1%
CC(=O)N1CCN(S(=O)(=O)c2ccc3c(c2)OCCO3)CC1	2%	-6	7%	3%	·	10%	·	2%	5	·	·
CCCCNc1c(-c2ccc(SC3CCCCC3)cc2)nc2cnccn12	3%	-10	25%	·	·	297%[activator]	·	?	-32	·	·
C[C@H](C(=O)NCc1ccccc1)C(=O)c1ccccc1	0%	-19	-5%	1%	0%	-2%	4%	0%	5	3%	-1%
O=C1CC(c2ccccc2)N1c1ccccc1 (stereo not drawn)	2%	4	-1%	0%	-3%	1%	-1%	9%	-1	·	-4%
CCOc1ccc(C(=O)NCC(c2cccs2)N2CCOCC2)cc1 (stereo not drawn)	2%	-2	-5%	·	·	4%	·	-2%	·	·	·
C=CCOC(=O)Nc1snnc1C	-5%	-1	-8%	-1%	3%	2%	-2%	-6%	-2	2%	-12%
CC1CCCN(C(=O)c2ccc(NC(=O)CC3SC(N4CCCC4)=NC3=O)cc2)C1 (stereo not drawn)	0%	3	-36%	-4%	·	-1%	·	?	-3	·	·
COc1ccc(OCC(=O)Nc2ccccc2C(=O)N2CCCC2)cc1	1%	-6	-11%	-1%	4%	5%	0%	-13%	4	9%	-1%
Cn1[nH]c(=O)c2ccccc2c1=O	-1%	-3	-22%	2%	-13%	-1%	0%	-15%	16	3%	-6%
CCC(C)Cn1c(O)cc2nn(-c3nc4ccccc4s3)c(=O)c-2c1C (stereo not drawn)	?	2	16%	1%	0%	-1%	2%	4%	-8	·	-6%
O=C(Cc1cccs1)N/N=C\c1ccc([N+](=O)[O-])s1	1%	1	1%	-9%	5%	-7%	3%	4%	-8	?	?
O=C(NCC1(c2ccccc2)CCCC1)C1(c2ccccc2)CCCC1	1%	17	-15%	30%	-2%	-8%	0%	?	-2	-29%	-12%
C=CC[C@H]1Cc2c(cccc2[N+](=O)[O-])[C@H](CC=C)N1	-1%	9	9%	11%	2%	-2%	0%	?	-11	?	23%
Cc1c(C(=O)OCC2CCCO2)[nH]c2c1C(=O)CC(c1ccc(N(C)C)cc1)C2 (stereo not drawn)	3%	-3	-20%	22%	9%	-9%	3%	-1%	-9	6%	-8%
O=S1(=O)CCN2C=C(Cl)C=C(Cl)C2=N1	-1%	-13	3%	-8%	-19%	225%[activator]	3%	1%	-4	1%	5%
CCCCCn1c(CN2CC(C)OC(C)C2)nc2c1c(=O)n(C)c(=O)n2C (stereo not drawn)	1%	2	9%	-23%	0%	-2%	1%	-1%	-7	8%	-3%
CCOc1ccc(N(CC(=O)NCc2cccnc2)S(=O)(=O)c2ccc(F)cc2)cc1	0%	2	5%	3%	-7%	3%	0%	4%	3	·	0%
COc1ccc(C(=O)CN2C(=O)NC(C)(c3ccccc3)C2=O)cc1OC (stereo not drawn)	3%	-23	20%	3%	3%	0%	-1%	-6%	12	7%	10%
CCn1cc(CNC(=O)c2c(-c3c(Cl)cccc3Cl)noc2C)c(C)n1	3%	3	1%	-7%	-1%	4%	0%	2%	0	3%	-17%
Cn1c(=O)c(=O)n(C)c2cc(S(=O)(=O)NCCOc3ccccc3Cl)ccc21	0%	4	1%	6%	8%	0%	-1%	-2%	-7	2%	0%
Cc1cccc(N(CC(=O)NC2CCCC2)C(=O)c2cc3cc4cccc(C)c4nc3s2)c1C	4%	-1	-4%	8%	-4%	-3%	-1%	8%	2	·	9%
O=c1ccc2ccc(Oc3ccc([N+](=O)[O-])cc3[N+](=O)[O-])cc2o1	-2%	·	3%	0%	6%	·	-3%	?	-4	2%	?
CCc1ccc(C(=O)COC(=O)CNC(=O)C2CCCCC2)cc1	1%	-7	-22%	7%	·	6%	·	4%	-12	·	·
CC(=O)Nc1c(NC(C)C)c2ccccc2oc1=O	4%	3	1%	0%	1%	-1%	-1%	0%	-1	6%	-3%

One compound at a time, as listed above:
CCCCNc1c(-c2ccc(SC3CCCCC3)cc2)nc2cnccn12 is listed as USP2a inh: 3%; KCNH2 WT inh: -10; Eya2 phos inh: 25%; Mito fusion yeast: ·; PKM2 activator: ·; ASM inhibitor: 297%[activator]; GALK inhibitor: ·; Chronic BCR inh: ?; TSHR antag: -32; Menin-MLL TR inh: ·; MBNL1-CUG inh: ·
CCc1ccc(C(=O)COC(=O)CNC(=O)C2CCCCC2)cc1 is listed as USP2a inh: 1%; KCNH2 WT inh: -7; Eya2 phos inh: -22%; Mito fusion yeast: 7%; PKM2 activator: ·; ASM inhibitor: 6%; GALK inhibitor: ·; Chronic BCR inh: 4%; TSHR antag: -12; Menin-MLL TR inh: ·; MBNL1-CUG inh: ·
Cc1cccc(N(CC(=O)NC2CCCC2)C(=O)c2cc3cc4cccc(C)c4nc3s2)c1C is listed as USP2a inh: 4%; KCNH2 WT inh: -1; Eya2 phos inh: -4%; Mito fusion yeast: 8%; PKM2 activator: -4%; ASM inhibitor: -3%; GALK inhibitor: -1%; Chronic BCR inh: 8%; TSHR antag: 2; Menin-MLL TR inh: ·; MBNL1-CUG inh: 9%

Next section
SMILES	USP2a inh	KCNH2 WT inh	Eya2 phos inh	Mito fusion yeast	PKM2 activator	ASM inhibitor	GALK inhibitor	Chronic BCR inh	TSHR antag	Menin-MLL TR inh	MBNL1-CUG inh
O=C(Nc1cc2nn(-c3ccccc3)nc2cc1Cl)c1ccco1	1%	-7	-3%	-4%	-10%	4%	0%	?	0	-16%	10%
OCc1n[nH]c(CO)n1	1%	-9	-15%	-8%	19%	3%	2%	4%	-1	-12%	-10%
O=C(CCCN1C(=O)c2cccc3cccc(c23)C1=O)N1CCN(c2ccccc2O)CC1	-1%	-5	-3%	16%	6%	-9%	-3%	?	-34	-7%	·
COc1cccc(CNc2ncn[nH]2)c1OCc1ccccc1F	8%	-11	3%	-11%	1%	3%	1%	0%	-4	1%	-14%
CCOC(=O)c1[nH]ncc1CN1CCCC(C(=O)c2ccc(OC)cc2C)C1 (stereo not drawn)	2%	29	13%	-2%	-6%	-1%	1%	-4%	4	-10%	-1%
COc1ccc(C(=O)OCc2c(F)cccc2Cl)cc1S(=O)(=O)N1CCOCC1	0%	11	13%	25%	·	-5%	·	?	2	·	·
COC(=O)Nc1nnc(Cc2ccc(OC)cc2)s1	-4%	12	2%	2%	3%	1%	7%	-3%	2	-2%	-12%
CCOc1ccccc1-n1c(COc2ccc(C)cc2)nnc1SCC(N)=O	0%	2	12%	-1%	-5%	-1%	-3%	?	8	-6%	-1%
COC(=O)c1ccc(NC2c3ncccc3C(=O)N2Cc2cccs2)cc1 (stereo not drawn)	1%	i	13%	-3%	-5%	8%	-2%	-15%	-2	-2%	-25%
COc1ccc(NC2=NCCC2)cc1	2%	10	-14%	5%	-15%	-1%	1%	4%	25	13%	0%

3 entries from above, sorted by length of the SMILES, high to low:
SMILES	USP2a inh	KCNH2 WT inh	Eya2 phos inh	Mito fusion yeast	PKM2 activator	ASM inhibitor	GALK inhibitor	Chronic BCR inh	TSHR antag	Menin-MLL TR inh	MBNL1-CUG inh
CCOC(=O)c1[nH]ncc1CN1CCCC(C(=O)c2ccc(OC)cc2C)C1 (stereo not drawn)	2%	29	13%	-2%	-6%	-1%	1%	-4%	4	-10%	-1%
COc1ccc(NC2=NCCC2)cc1	2%	10	-14%	5%	-15%	-1%	1%	4%	25	13%	0%
OCc1n[nH]c(CO)n1	1%	-9	-15%	-8%	19%	3%	2%	4%	-1	-12%	-10%

Screens: PubChem, National Center for Advancing Translational Sciences (NCATS)
